PI5P4Ka inh – qHTS for Inhibitors of phosphatidylinositol 5-phosphate 4-kinase (PI5P4K); Phosphatidylinositol 5-phosphate 4-kinase type-2 alpha (Homo sapiens), P48426; PI5P4Kalpha enzyme, ADP-Glo luminescence, 60 min; active compounds read low; max response, %; 330,000 compounds, 1.2% hits; AID 652105, 2013; active means max response of -50% or lower; inconclusive means between -30% and -50%; inactive means -30% or higher; further: value at the top dose of about 77 µM; on the % scale 0 is the no-effect control and ±100 the full control effect
Target sequence (P48426 whole entry, looked up): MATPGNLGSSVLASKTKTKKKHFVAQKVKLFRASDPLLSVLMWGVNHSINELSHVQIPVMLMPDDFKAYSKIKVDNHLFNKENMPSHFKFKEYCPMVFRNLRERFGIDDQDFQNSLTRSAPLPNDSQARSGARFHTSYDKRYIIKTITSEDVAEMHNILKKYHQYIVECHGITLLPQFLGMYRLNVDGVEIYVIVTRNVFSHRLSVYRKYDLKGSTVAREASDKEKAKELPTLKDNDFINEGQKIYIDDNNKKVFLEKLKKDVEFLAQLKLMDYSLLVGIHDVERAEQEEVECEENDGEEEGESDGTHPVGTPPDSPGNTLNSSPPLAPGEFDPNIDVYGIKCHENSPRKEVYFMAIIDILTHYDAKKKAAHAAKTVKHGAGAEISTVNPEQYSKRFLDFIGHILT
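Human PI5P4Kalpha with substrate in 0.038 M HEPES pH 7.4, 0.28 mM EGTA, 0.1% CHAPS, 5% DMSO; reaction started with 5 microM ATP (final), 60 min at room temperature. ADP formed read by ADP-Glo luminescence.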
DRD3 antagonist – qHTS of D3 Dopamine Receptor Antagonist: qHTS; D(3) dopamine receptor (Homo sapiens), P35462; D3R cells, DiscoveRx beta-arrestin luminescence, antagonist mode; active compounds read low; max response, negative = inhibition, %; 360,000 compounds, 2.5% hits; in the data active means max response below about -50%; inconclusive means no clear call, values can overlap the other calls; further: on the % scale 0 is the no-effect control and ±100 the full control effect; mostly tested at two doses, the higher about 12 µM
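Cells plated overnight at 1500 cells/well, then exposed to library compounds with dopamine controls for 90 minutes at 37 degrees C. DiscoveRx reagent added for 30–60 minutes at room temperature; luminescence read, quantitative HTS format.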
WRN helicase inh – qHTS for Inhibitors of WRN Helicase; Bifunctional 3'-5' exonuclease/ATP-dependent helicase WRN (Homo sapiens), Q14191; WRN helicase unwinding, fluorescent forked duplex, kinetic; Potency, µM (highest dose often 114 µM), for the others: top-dose activity change, negative = inhibition, actives largely listed as inhibitors; 360,000 compounds, 0.46% hits; further: potency means the concentration at half of the fitted maximal effect; on the % scale 0 is the no-effect control and ±100 the full control effect; nearly all actives have a fitted effect of over 55% in size
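WRN at 20 nM final was preincubated with compound for 15 min at room temperature; reaction started with 100 nM forked duplex oligonucleotide carrying fluorophore and quencher plus 2 mM ATP (final). Unwinding followed kinetically by red fluorescence (ex 525/em 598 nm).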
IL-2 act – qHTS of IL-2 Activators | AID 652025, 2013 | 360,000 compounds, 0.065% hits | activation, % (series mostly up to about 46 µM) | IL-2 activation reporter assay, cell-based qHTS; stimulated with anti-CD3/CD4/CD28 beads; in transgenic mouse T cells; in the data active means activation above about 50%; inconclusive means mostly about 30% to 49%; further: 0% is about no effect
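Using fluorescent plate cytometry, EGFP and DsRed are detected in transgenic mouse T cells stimulated 18 h at 37 degrees C with antibody-coated beads after 60 min compound pretreatment.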
GLP1R cytotox – qHTS of GLP-1 Receptor Inverse Agonists: Cytotox Screen | HEK293 cAMP-luciferase reporter cells, luminescence, 24 h | Potency, µM (doses to about 38.3 µM), for the others: at the highest dose activity change, negative = inhibition, usual class: inhibitors | 410,000 compounds, 0.13% hits | AID 624418, 2012;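 further: loss of luciferase light is scored as toxicity; potency means the concentration at half of the fitted maximal effect; on the % scale 0 is the no-effect control and ±100 the full control effect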
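Cells in DMEM/10% Nu serum/1% pen-strep, 1536-well format. Pre-incubated 12 h, dosed with 23 nL compound, incubated a further 24 h. Luciferase detection, 12 min at room temp, luminescence.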
GLP-1R agonist – qHTS of GLP-1 Receptor Agonists | HEK293 GLP-1R CRE-luciferase, luminescence, 4-6 h; cells express a hypersensitive GLP-1R form | AID 624172, 2012 | Potency, µM (doses to about 45.6 µM), for the others: at the top dose activation, actives largely listed as activators | Glucagon-like peptide 1 receptor (Homo sapiens), P43220 | 380,000 compounds, 0.007% hits; further: potency means the concentration at half of the fitted maximal effect; % of control where 0% means no effect
PLK1 PBD inh – qHTS for Inhibitors of PLK1-PDB (polo-like kinase 1 - polo-box domain): Primary Screen. 360,000 compounds, 2.8% hits. Potency, µM, without a hit: max response, negative = inhibition, most hits filed as inhibitors. Plk1 PBD binding of FITC phosphopeptide, fluorescence polarization. Serine/threonine-protein kinase PLK1 (Homo sapiens), P53350. AID 720504, 2013; further: potency means the concentration at half of the fitted maximal effect; series mostly up to about 57 µM; on the % scale 0 is the no-effect control and ±100 the full control effect; nearly all actives have a fitted effect of over 65% in size
Target sequence (P53350 whole entry, looked up, the tested form may be a part): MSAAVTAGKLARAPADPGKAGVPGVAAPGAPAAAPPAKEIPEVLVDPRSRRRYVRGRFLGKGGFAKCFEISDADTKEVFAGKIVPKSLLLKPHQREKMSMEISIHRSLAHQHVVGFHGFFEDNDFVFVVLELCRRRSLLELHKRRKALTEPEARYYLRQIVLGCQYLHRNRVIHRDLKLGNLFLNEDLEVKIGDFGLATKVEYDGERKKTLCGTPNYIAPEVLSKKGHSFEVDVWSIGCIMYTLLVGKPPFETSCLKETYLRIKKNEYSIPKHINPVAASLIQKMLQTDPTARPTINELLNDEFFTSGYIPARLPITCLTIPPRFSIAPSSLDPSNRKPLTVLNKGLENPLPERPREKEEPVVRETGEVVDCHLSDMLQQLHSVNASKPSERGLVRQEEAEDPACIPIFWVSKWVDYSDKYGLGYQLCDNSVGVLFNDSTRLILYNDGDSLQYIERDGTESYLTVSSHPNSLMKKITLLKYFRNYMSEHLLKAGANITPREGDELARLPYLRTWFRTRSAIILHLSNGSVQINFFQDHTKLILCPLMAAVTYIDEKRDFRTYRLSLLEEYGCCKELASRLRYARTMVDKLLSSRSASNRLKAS
DRD3 agonist – qHTS of D3 Dopamine Receptor Agonist: qHTS; D3R DiscoveRx beta-arrestin cells, luminescence, 90 min; max activation, %; 410,000 compounds, 0.58% hits; AID 652048, 2013; in the data active means max activation above about 30%; further: 0% is about no effect; mostly tested at two doses, the higher about 12 µM
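Agonist mode: compounds and dopamine controls were applied to plated cells for 90 min at 37 degrees C after an overnight attachment at 1500 cells/well. Luminescent read-out followed 30 - 60 minutes at room temperature with DiscoveRx detection reagent.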
GLP1R inv ag – qHTS of GLP-1 Receptor Inverse Agonists (Inhibition Mode) | Glucagon-like peptide 1 receptor (Homo sapiens), P43220 | HEK293 GLP-1R CRE-luciferase, luminescence, 24 h; GLP-1R form is constitutively active | Potency, µM (doses to about 38.3 µM), for the others: at the highest dose activity change, negative = inhibition, most hits filed as inhibitors | 410,000 compounds, 1.6% hits | AID 624417, 2012; further: potency means the concentration at half of the fitted maximal effect; on the % scale 0 is the no-effect control and ±100 the full control effect; nearly all actives have a fitted effect of over 55% in size
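Inverse agonists were sought by their lowering of basal cAMP reporter luciferase output in HEK293 cells stably carrying constitutively active human GLP-1R, after 24 h compound treatment.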
An asterisk follows results filed as active; ? = inconclusive; . = no result given; [ ] = dose if it differs, or a comment. Unless noted, the call rests on the fitted dose curve; in most records, active means well fitted curve in the direction sought with a large enough effect; inconclusive means small, poorly fitted or top-dose-only effect, or another doubt; inactive means no such curve, though single readings can be large; an effect the other way counts as inactive or inconclusive. Outcome played no part in choosing rows. About 7.8% of those tested had a hit in this group.

SMILES | PI5P4Ka inh | DRD3 antagonist | WRN helicase inh | IL-2 act | GLP1R cytotox | GLP-1R agonist | PLK1 PBD inh | DRD3 agonist | GLP1R inv ag
CC(=O)Nc1ccc(NC2=CC(=O)c3ccccc3C2=O)cc1 | -3.5 | -17.3 | -10.3% | 0.7 | -31.4% | 17.4% | -7.7% | -3.6 | 34.0%[activator]
COCC1CCN(C(=O)C2CCC(=O)N(Cc3cccc(C(F)(F)F)c3)C2)CC1 (configuration not stated) | 6.0 | -5.1 | 1.8% | -2.7 | -15.6% | 5.1% | ? | 2.2 | -12.1%
CNC(=O)CCC(=O)Nc1ccc(C)cc1 | 0.8 | 7.9 | -4.2% | -0.8 | 5.2% | -2.9% | ? | -1.5 | 15.8%
CSCCC(C(=O)Nc1c(C)cccc1C)n1c(-c2ccc(C(F)(F)F)cc2)nc2ccccc21 (configuration not stated) | 3.3 | -7.3 | -8.8% | 0.5 | 0.2% | . | -17.1% | -9.1 | ?
Cc1ccc(C(=O)O)cc1NC(=S)NC(=O)c1ccc(-c2ccc(Cl)cc2)o1 | 1.6 | -10.9 | -8.2%[11.6 µM] | -1.8 | 0.9% | 1.3% | ? | 2.0 | 8.1%
Cn1cccc1-c1cc(C(=O)N/N=C/c2ccc(F)cc2)[nH]n1 | -15.0 | -82.3* | ? | 0.4 | -1.6% | 10.3% | -28.9% | -24.8 | -12.8%
C=CCN(c1ccc(F)cc1)S(=O)(=O)c1cc(C(=O)NC2CC2)ccc1Cl | -3.0 | 17.7 | -2.1% | -1.7 | -6.2% | 4.2% | -2.5% | 3.4 | ?
Cc1ccc(/C=N/NC(=S)NC2CCCCC2)o1 | -0.1 | 0.9 | -8.1% | -0.2 | ? | ? | -19.5% | -0.2 | -28.8%
O=C(Cn1cc([N+](=O)[O-])cn1)NCC1CCCO1 (configuration not stated) | 1.6 | -13.8 | 3.3% | 1.7 | -12.6% | -7.0% | -2.7% | 2.7 | 13.2%
Cc1c(C)n2c3c(cccc13)CC2 | -8.4 | 8.0 | -0.4% | 1.9 | -15.4% | 2.8% | -13.5% | 3.7 | -0.9%
Cc1ccc(C(c2sc3nc(C)nn3c2O)N2CCOCC2)cc1 (configuration not stated) | 5.6 | 15.6 | 6.3% | 0.8 | -12.3% | 0.9% | -2.3% | 0.7 | 6.7%
COc1ccccc1NC(=O)CN1C(=O)CSC(C)C1=O (configuration not stated) | 0.2 | 15.8 | -0.5% | -0.2 | 2.3% | -4.3% | -3.7% | 0.6 | 7.8%
Cc1cccc(N2C(=O)C(O)=C(C(=O)c3cccs3)C2c2ccc(Cl)cc2)n1 (configuration not stated) | -9.0 | -22.2 | -20.8% | 3.7 | 6.7% | -4.0% | -19.6% | -9.1 | -17.7%
O=C(CCNS(=O)(=O)c1ccc(Br)cc1)Nc1cccc(F)c1 | -0.2 | 3.9 | 3.1% | 0.4 | -5.6% | 8.1% | -3.3% | -5.5 | ?
CCOC(=O)c1sc(S(C)(=O)=O)c2c1CCc1conc1-2 | 0.7 | 14.1 | 7.8% | -2.3 | ? | -4.4% | -10.1% | 4.4 | 22.2%
CC(C)c1ccc(NC(=O)CCNS(=O)(=O)c2cccc3nonc23)cc1 | 7.5 | 2.4 | -1.5% | 0.2 | -2.3% | 1.7% | -2.8% | 1.6 | ?
CCCCNC(=O)c1onc(CSc2cc(C)cc(C)c2)c1C(=O)NCCCC | 17.3 | 18.6 | -4.6% | 0.1 | 1.9% | 14.1% | 1.1% | 11.4 | ?
Cc1nnc(SCC(=O)c2c(N)n(C)c(=O)n(C)c2=O)n1Cc1ccccc1 | . | 3.1 | -11.4% | -1.3 | -9.1% | 2.9% | -9.8% | -8.5 | 8.7%
COc1ccc2cc(C3CC(c4ccco4)=NN3S(C)(=O)=O)c(Cl)nc2c1 (configuration not stated) | ? | 10.3 | -19.3% | -2.9 | 1.3% | 5.1% | -17.5% | 3.8 | 53.4%[activator]
O=C(O)CCCCCN1C(=O)/C(=C\c2cn(-c3ccccc3)nc2-c2cccs2)SC1=S | 0.2 | 28.8 | -16.4%[11.6 µM] | 1.9 | ? | 5.7% | 50.2%[activator] | -0.5 | ?
O=C(C1=C(O)C(=O)N(CCCN2CCOCC2)C1c1ccc(Cl)cc1)c1cc2ccccc2o1 (configuration not stated) | -1.4 | -3.1 | -5.9% | -0.2 | -2.4% | 1.4% | -7.3% | -0.9 | 8.8%
CC(C)C(=O)N1CCN(c2ccccc2NC(=O)c2cc([N+](=O)[O-])ccc2N2CCOCC2)CC1 | -3.9 | 41.7 | -5.9% | 0.3 | -13.0% | 3.0% | -4.4% | -1.2 | -4.8%
CCC(CC)c1nnc(NC(=O)c2ccc3c(c2)OCO3)s1 | -3.3 | -8.2 | -21.4% | -0.7 | -6.0% | 1.1% | 26.7µM* | -2.4 | 23.5%
CCCCc1ccc(N=N/C(C(=O)Nc2ccc(NC(C)=O)cc2OC)=C(/C)O)cc1 | 16.4 | 20.6 | -0.9% | -4.9 | -11.5% | 17.8% | -7.2% | 15.2 | -16.1%
CN(c1ccc(C(=O)Nc2cccnc2)cc1)S(C)(=O)=O | 5.5 | ? | -15.8% | -4.6 | -2.8% | -20.6% | -5.6% | -9.5 | 11.2%
CCCN1CCN(C(=O)Cn2ncc3c([nH]c4ccc(C)cc43)c2=O)CC1 | -10.5 | -26.7 | -2.6% | -4.4 | 23.6% | -2.6% | -12.5% | 5.4 | 1.4%
C/C(=N\NC(=O)c1ccccc1)c1c(C)[nH]n(-c2ccccc2)c1=O | 0.0 | 17.0 | 9.2% | -0.6 | ? | -6.5% | -8.1% | -0.7 | -9.0%
O=C(CN1C(=O)NC2(CCCC2)C1=O)Nc1ccccc1F | . | 21.3 | 2.2% | -3.4 | 6.8% | -15.1% | -9.5% | 0.0 | 2.9%
C#CCOCCOCCOCCNc1nc(N2CCN(C(=O)C([C@@H](C)CC)n3cc(C(N)Cc4ccc(O)cc4)nn3)CC2)nc(N2CCN(C(=O)[C@H](CCC(=O)O)n3cc(C(N)CC(C)C)nn3)CC2)n1 (some centres not stated) | 6.0 | -11.6 | 7.5% | -3.2 | 0.0% | -3.4% | -8.0% | -8.2 | 6.8%
Cc1cc(NS(=O)(=O)c2ccc(Cl)cc2)nn1CC(=O)NCc1ccco1 | -23.0 | -18.3 | -13.9% | -0.5 | -8.0% | -8.2% | -7.2% | 0.3 | 1.1%
COc1ccccc1CNC(=O)COC(=O)CSc1ccc(F)cc1 | 5.3 | -11.0 | 4.3% | 0.6 | 0.0% | 0.2% | -28.9% | -13.2 | 29.6%
CCNc1nc(NC(C)C)nc(N(n2cnnc2)S(=O)(=O)c2ccc(C)cc2)n1 | 11.8 | 2.5 | -21.0% | -0.3 | -4.9% | 19.5% | 3.6% | 2.0 | -3.4%
O=C(NCc1ccccc1Cl)c1ccc(S(=O)(=O)N2CCCC2)cc1 | 8.5 | -3.3 | -3.1% | 0.0 | -6.8% | 1.2% | -6.8% | -1.1 | ?
CCC(=O)Nc1cccc(-n2nnnc2SCC(=O)NCc2ccco2)c1 | -3.1 | 11.5 | -2.5% | 0.4 | -24.0% | -11.0% | -7.4% | 3.6 | 6.6%
CCC(C)(C)NC(=O)C1CCN(S(=O)(=O)c2cccs2)CC1 | 5.5 | -15.7 | 6.3% | 4.8 | 4.6% | 9.8% | -1.7% | 1.6 | 6.0%
N#C/C(=C\C1=C(N2CCOCC2)C(=C\c2ccccc2)/CC1)C(=O)Nc1ccccc1F | -13.4 | 30.3 | 15µM* | -2.4 | ? | -6.7% | ? | 16.9 | 0.4%

Record cards, from the list above. Values in the order: PI5P4Ka inh | DRD3 antagonist | WRN helicase inh | IL-2 act | GLP1R cytotox | GLP-1R agonist | PLK1 PBD inh | DRD3 agonist | GLP1R inv ag
`N#C/C(=C\C1=C(N2CCOCC2)C(=C\c2ccccc2)/CC1)C(=O)Nc1ccccc1F` across the screens: -13.4 | 30.3 | 15µM* | -2.4 | ? | -6.7% | ? | 16.9 | 0.4%
`CCC(=O)Nc1cccc(-n2nnnc2SCC(=O)NCc2ccco2)c1` across the screens: -3.1 | 11.5 | -2.5% | 0.4 | -24.0% | -11.0% | -7.4% | 3.6 | 6.6%

New compounds follow
SMILES | PI5P4Ka inh | DRD3 antagonist | WRN helicase inh | IL-2 act | GLP1R cytotox | GLP-1R agonist | PLK1 PBD inh | DRD3 agonist | GLP1R inv ag
Cc1nn(-c2ccccc2)c(C)c1C(=O)OCC(=O)Nc1cccc(S(N)(=O)=O)c1 | -11.9 | -6.5 | -2.0% | -0.1 | -9.0% | 5.2% | -2.9% | 4.6 | -7.9%
O=C1S/C(=C/c2ccc(N3CCOCC3)o2)C(=O)N1Cc1ccc(F)cc1 | -7.4 | -15.5 | -6.8% | 7.9 | 3.5% | 2.4% | 35.7%[activator] | -5.9 | -8.7%
CCOc1ccccc1N1CCN(C(=O)NC2CCCCC2)CC1 | -0.2 | -4.7 | 2.0% | -2.5 | -1.8% | 5.4% | -13.5% | -2.0 | -19.6%
C=CCN(C(=O)Nc1ccc2oc(C)nc2c1)c1ccccc1 | 0.0 | 3.4 | 3.6% | 2.0 | -6.8% | -0.6% | -17.8% | 2.5 | 2.4%
O=C(CCC1CCCN(C(=O)c2ccc3cc[nH]c3c2)C1)N1CCN(c2ccccn2)CC1 (configuration not stated) | -0.5 | -2.5 | -1.5% | -2.6 | 4.4% | 14.5% | -10.3% | 5.1 | -27.6%
CCc1cccc(C)c1NC(=O)COC(=O)c1c2c(nc3ccccc13)/C(=C\c1cccs1)CCC2 | 0.0 | -8.4 | 0.6% | 0.2 | -11.5% | -10.9% | 1.1% | 4.8 | ?
